Apaf1 inhib – blocks human Apaf-1 apoptosome activity | 330,000 compounds, 0.71% hits | reconstituted apoptosome caspase-3 activity, DEVD-Rh110 fluorescence | inhibition, % at 20 µM | O14727 | AID 489030; active = inhibition of at least 40% at 20 µM;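 also: plate controls were DMSO wells for no effect and DEVD-CHO caspase inhibitor wells for full effect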
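Assay system – apoptosome proteins · Medium – Hepes buffer, pH 7.5 · Also added – cytochrome c with DEVD-Rh110 · Timing – 30 min compound preincubation, 50 min activation, room temperature · Detection – Rh110 fluorescence, excitation 480 nm, emission 540 nm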
Gli-Sufu block – Gli-Sufu pathway antagonism; Sufu-KO-LIGHT fibroblasts, Gli luciferase reporter luminescence; inhibition, % at 5 µM; 340,000 compounds, 0.74% hits;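 active = inhibition above about 55%, limit read from the data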;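 also: 0% = DMSO-treated cells and 100% = wells with medium but no cells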
HKDC1 inh – inhibitors of human hexokinase HKDC1. inhibition, % at 20 µM. 340,000 compounds, 0.16% hits. Q2TB90. recombinant HKDC1, G6PDH/diaphorase resazurin coupled fluorescence. AID 493160;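 active = inhibition above about 35% when tested at 20 µM, limit read from the data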;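 also: plate controls were DMSO wells with enzyme for no effect and DMSO wells lacking enzyme for full effect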
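Test system: Recombinant HKDC1 (HK5) hexokinase enzyme, produced in-house | Input: HKDC1 at 5 µg/mL | Buffer or medium: Tris pH 8.0 buffer with MgCl2, Tween-20, BSA, BME | Schedule: 90 min reaction incubation at room temperature, dark | Technique: Resazurin-to-resorufin fluorescence via G6PDH and diaphorase coupling, 525/613 nm | Controls: DMSO wells with and without enzyme mix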
Jurkat NFkB inh – inhibitors of the PMA/ionomycin-induced NF-kB reporter in Jurkat cells | PMA/ionomycin-induced NF-kB luciferase reporter, luminescence | inhibition, % at 4 µM | 330,000 compounds, 0.53% hits
SENP7 inh – SENP7 protease inhibition; AID 434973; 330,000 compounds, 1.5% hits; Q9BQF6; recombinant SENP7, Z-RLRGG-aminoluciferin luminescence, 40 min; inhibition, % at 5 µM;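 active = inhibition above about 50% at the single test dose, limit read from the data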;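 also: plate controls were DMSO with enzyme for no effect and no enzyme buffer wells for full effect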
Target sequence (Q9BQF6 706-1050 limits assumed): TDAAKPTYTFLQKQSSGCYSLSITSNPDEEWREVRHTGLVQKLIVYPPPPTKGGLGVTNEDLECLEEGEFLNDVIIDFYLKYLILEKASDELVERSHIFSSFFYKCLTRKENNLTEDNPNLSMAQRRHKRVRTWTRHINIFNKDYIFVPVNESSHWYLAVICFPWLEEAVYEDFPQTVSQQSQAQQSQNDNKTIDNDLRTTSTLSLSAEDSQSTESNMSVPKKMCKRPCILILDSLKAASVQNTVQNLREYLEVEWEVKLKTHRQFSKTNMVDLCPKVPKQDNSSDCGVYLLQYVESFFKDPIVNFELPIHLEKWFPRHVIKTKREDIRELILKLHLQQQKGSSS
SENP8 block – inhibitors of human SENP8 protease | 330,000 compounds, 1.2% hits | purified SENP8, Z-RLRGG-aminoluciferin cleavage, luminescence | inhibition, % at 10 µM
Target sequence (Q96LD8 whole entry, looked up): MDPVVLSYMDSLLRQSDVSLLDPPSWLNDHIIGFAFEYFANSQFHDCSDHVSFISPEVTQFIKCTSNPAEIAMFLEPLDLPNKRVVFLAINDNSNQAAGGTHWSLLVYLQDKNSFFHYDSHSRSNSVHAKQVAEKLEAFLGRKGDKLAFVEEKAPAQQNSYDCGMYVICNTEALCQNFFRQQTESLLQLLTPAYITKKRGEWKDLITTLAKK
UBC13 inh – human UBC13 polyubiquitination inhibition | AID 485273 | UBC13 polyubiquitin chain formation, TR-FRET | 330,000 compounds, 0.47% hits | inhibition, % at 20 µM | P61088; in the data active = inhibition above about 45%, passing the limit was not always enough
Target sequence (P61088 whole entry, looked up): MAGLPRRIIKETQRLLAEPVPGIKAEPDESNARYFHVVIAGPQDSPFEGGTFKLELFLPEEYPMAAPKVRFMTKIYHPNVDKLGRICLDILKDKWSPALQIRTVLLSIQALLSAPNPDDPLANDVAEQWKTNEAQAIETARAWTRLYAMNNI
697 NFkB inh – lowers PMA/ionomycin-induced NF-kB signal in 697 B cells; inhibition, % at 4 µM; 330,000 compounds, 0.33% hits; 697 B-cell NF-kB luciferase reporter, 16 h; in the data active = inhibition above about 35%
* = called active by the depositor. Rule as the data show it, unless noted: active = inhibition above about 50%; inactive = the rest.

Sample of the layout:
SMILES	Apaf1 inhib	Gli-Sufu block	HKDC1 inh	Jurkat NFkB inh	SENP7 inh	SENP8 block	UBC13 inh	697 NFkB inh
NC(=O)CC1C(=O)N(c2ccccc2)C(=S)N1NC(=O)c1ccc(Br)cc1 (configuration not stated)	2	-14	-3	-35	4	4	9	-24
Cc1cc(-c2ccc(C)c(S(=O)(=O)NCCc3ccco3)c2)on1	-6	0	-3	8	-5	2	4	-15
Cc1cc2cc(C)c(NCCNC(=O)c3ccccc3Cl)nc2cc1C	1	10	-6	7	-2	-4	13	-20
O=S(=O)(c1cccs1)N1CCN(c2ccc(F)cc2)CC1	5	-6	-7	11	7	8	3	-6
O=C(CN(CCc1ccccc1)C(=O)Cn1nnc(-c2cccs2)n1)NCc1ccco1	-3	7	15	5	4	4	2	19

The whole of this part, from the start:
SMILES	Apaf1 inhib	Gli-Sufu block	HKDC1 inh	Jurkat NFkB inh	SENP7 inh	SENP8 block	UBC13 inh	697 NFkB inh
NC(=O)CC1C(=O)N(c2ccccc2)C(=S)N1NC(=O)c1ccc(Br)cc1 (configuration not stated)	2	-14	-3	-35	4	4	9	-24
Cc1cc(-c2ccc(C)c(S(=O)(=O)NCCc3ccco3)c2)on1	-6	0	-3	8	-5	2	4	-15
Cc1cc2cc(C)c(NCCNC(=O)c3ccccc3Cl)nc2cc1C	1	10	-6	7	-2	-4	13	-20
O=S(=O)(c1cccs1)N1CCN(c2ccc(F)cc2)CC1	5	-6	-7	11	7	8	3	-6
O=C(CN(CCc1ccccc1)C(=O)Cn1nnc(-c2cccs2)n1)NCc1ccco1	-3	7	15	5	4	4	2	19
CC1CN(C2CCN(S(=O)(=O)c3ccc4ccccc4c3)CC2)CC(C)O1 (configuration not stated)	1	-2	-15	-12	-10	-9	-5	-24
Cc1ccc(N2CCN(c3ncccc3[N+](=O)[O-])CC2)c(C)c1	19	5	6	-32	-11	-9	-1	4
O=C(CN1CCc2cc3c(cc2C1)OCCCO3)Nc1cccc([N+](=O)[O-])c1	43*	10	0	12	10	12	1	-5
O=c1oc2cc(O)ccc2cc1-c1ccc(F)cc1	-2	-42	-1	-40	100*	95*	15	-58
CCO[C@H]1OC(C(=O)NCc2ccccc2)=C[C@@H](c2ccc3c(c2)OCO3)[C@@H]1CCCO	9	5	1	3	-5	-7	-1	-2
N#C/C(=C\c1ccc(O)c(O)c1)C(=O)c1ccc(O)c(O)c1	4	3	1	8	45	81*	-203	-35
Cc1cc(C)cc(N(CC(=O)Nc2ccc(C)cc2Cl)S(=O)(=O)c2c(C)[nH]c(=O)[nH]c2=O)c1	18	9	-4	-3	3	2	-14	0
Nc1nc2n(n1)C(c1ccco1)CC(c1ccc(Cl)cc1Cl)N2 (configuration not stated)	17	50	2	-4	6	-5	-1	5
O=Cc1cn[nH]c1-c1cccc([N+](=O)[O-])c1	18	-5	18	-5	0	-3	-5	-10
O=C(COc1ccc2c(c1)oc(=O)c1ccccc12)NCCN1CCOCC1	5	-3	-2	3	-13	-8	13	-12
COc1ccc(S(=O)(=O)N2CCN(c3ccccn3)CC2)c(OC)c1	2	8	-5	3	-5	15	-2	12
COc1cccc(OCc2cc(C(=O)N3CCC(C(O)C(C)C)CC3)no2)c1 (configuration not stated)	7	-14	-1	-19	-20	-13	-1	-2
O=C(CSc1ncn(-c2ccccc2)n1)N1CCN(c2ccccc2)CC1	8	6	5	-6	-8	-7	-15	-15
O=C(CNC(=O)c1ccccc1F)OCC(=O)c1ccc(Cl)s1	6	-4	-2	-13	-2	-6	-4	3
C=CCN1C(=O)c2ccc(C(=O)OCC(=O)Nc3ccc(S(N)(=O)=O)cc3)cc2C1=O	1	-7	-4	-3	10	-6	1	11
CCn1c(/C=C/c2cccc([N+](=O)[O-])c2)nc2ccccc2c1=O	16	27	7	25	-8	-4	11	18
O=C(c1cccc(C(F)(F)F)c1)N1CCN(c2cc(=O)[nH]nc2-c2ccccc2)CC1	5	6	-2	-11	-9	-10	-6	-20
Cc1ccc(NC(=O)CN2C(=O)C(=O)N(C3CCCC3)C2=O)cc1Cl	8	1	0	5	4	6	4	4
COc1ccc(NC(=O)CC2C(=O)N(C)C(=S)N2Cc2ccncc2)cc1 (configuration not stated)	-4	2	-7	-4	5	-5	-8	24
CCCNCc1cc(Cl)c(OCC)c(Cl)c1	-5	-3	7	7	-5	-2	7	-3
Additional entries follow.
SMILES	Apaf1 inhib	Gli-Sufu block	HKDC1 inh	Jurkat NFkB inh	SENP7 inh	SENP8 block	UBC13 inh	697 NFkB inh
Cc1ccc2nc(Cl)c(CNCc3ccccc3)cc2c1	7	-7	-7	-7	-2	-5	6	-3
CSc1ccccc1NC(=O)C1=CC(c2cccs2)=NS(=O)(=O)N1C	-6	3	-7	2	-1	7	-7	-3
Cc1cc(OC(C)C(=O)NC2CC(C)(C)NC(C)(C)C2)c2c(C)cc(=O)oc2c1 (configuration not stated)	-12	9	4	-10	1	4	16	-6
COc1ccc(NC(=O)CSc2nc(N)c3cc4c(nc3n2)CCCC4)cc1	7	-49	1	-30	5	-13	3	-25
CNC(=S)NC12CC3CC(CC(C3)C1)C2	-16	-6	-9	4	1	-7	10	2
CCN1CCN(C(=O)c2cccc(OC3CCN(S(C)(=O)=O)CC3)c2)[C@@H](C)C1=O	7	8	-7	-4	-3	3	5	22
NS(=O)(=O)c1ccc(NC(=S)NCc2ccc3c(c2)OCO3)cc1	0	-5	24	9	11	-5	15	10
CNC(=O)c1ccc(-c2ccc(F)cc2)s1	-1	8	-4	-72	11	6	2	-13
Cc1cc(C(F)(F)F)nn1CC(=O)N1CCCCC1C (configuration not stated)	-8	7	-10	10	-2	1	1	14
CCOC(=O)C1CCCN(Cc2nc(CC3CC3)no2)C1 (configuration not stated)	-18	15	-3	-5	0	-8	-7	10
Cc1cc(=O)oc2cc(NC(=O)c3cccc(Br)c3)ccc12	20	-13	2	-50	-13	-5	-14	-24
CC(C)CC(C(=O)NC1CCCCC1)N(Cc1ccccc1)C(=O)c1snc(C(N)=O)c1N (configuration not stated)	18	1	1	-12	9	-2	19	5
Cc1ccc(C(=O)NC(=S)Nc2cccc(-c3nc4ccccc4s3)c2)cc1	3	-19	-14	-21	8	-3	-1	-16
COc1ccccc1Sc1nc(-c2ccccc2)ncc1OC	6	-1	-3	-2	-8	-4	13	2
CCOC(=O)C1=C(C)NC(=O)NC1c1c(OC)ccc2ccccc12 (configuration not stated)	-6	8	-5	-8	2	-4	-2	-6
Cc1ccc(NCc2ccccc2OCc2ccccc2F)cc1	12	3	3	12	9	8	1	-2
Cc1ccc(NC(=O)C(=O)NCCN2CCN(S(C)(=O)=O)CC2)cc1	2	-25	-6	11	4	0	4	4
O=C(c1cnc(Cl)c(Cl)c1)N1CCN(S(=O)(=O)c2ccc3ccccc3c2)CC1	12	-2	1	10	6	-4	-5	-3
O=C(O)C1=C[C@H](c2coc3ccccc3c2=O)C[C@H](OCc2ccc(CO)cc2)O1	-4	-11	2	10	4	1	-3	14
COCCNC(=O)C1CC(c2cccc(OC)c2)=NO1 (configuration not stated)	-2	8	-9	1	6	-1	3	22
CCN(CC)c1ccc(NC(=O)COc2ccccc2C)cc1S(=O)(=O)Nc1ccccc1OC	-4	32	8	4	3	-4	-1	7
CSCCC(NS(=O)(=O)c1ccc2c(c1)OCCO2)C(=O)N(C)Cc1ccccc1F (configuration not stated)	3	5	-5	1	4	-3	13	21
CC(CCc1ccccc1)NC(=O)CNC(=O)c1ccccc1Br (configuration not stated)	-14	-1	-7	1	-6	1	14	7
Cc1cccc(NC(=O)CSc2nnc([C@@H](N)Cc3ccccc3)o2)c1C	0	3	-5	-3	-2	-2	8	18
CC1CCN(C2=NN3C(=N)/C(=C\c4ccc(OC(=O)c5ccco5)cc4)C(=O)N=C3S2)CC1	16	-8	15	-5	-2	4	-10	7
More results.
SMILES	Apaf1 inhib	Gli-Sufu block	HKDC1 inh	Jurkat NFkB inh	SENP7 inh	SENP8 block	UBC13 inh	697 NFkB inh
Cc1cc(C)c(S(=O)(=O)N(CC(=O)NCc2cccnc2)C2CCCCC2)c(C)c1	13	-2	-3	5	9	3	4	10
CCC(C)C(NC(=O)c1ccccc1NC(=O)c1ccco1)C(=O)NC1CCCCC1 (configuration not stated)	5	9	-11	-8	1	1	-7	-42
COc1ccc(Nc2ncnc3sc(-c4ccccc4)cc23)c(OC)c1	2	7	1	1	9	6	8	23
CCNc1ccc(N=Nc2c(C)n(C)n(-c3ccccc3)c2=O)cc1	8	1	-2	-15	4	3	-39	-5
Cn1cc(S(=O)(=O)N2CCCC2)cc1C(=O)NCc1ccc(Cl)cc1	4	7	-5	1	14	-4	6	18
COC(=O)c1ccccc1NC(=O)c1cnn2c(C)cc(C)nc12	6	0	-11	-1	2	2	7	13
O=C(CNC(=O)/C(=C\c1ccc(Br)cc1)NC(=O)c1ccccc1)OCc1ccccc1	-8	1	2	30	3	-3	-14	-55
COCCn1cnc2c1c(=O)n(CC(=O)OCC(=O)NCC(F)(F)F)c(=O)n2Cc1ccccc1	0	-3	-2	0	-7	-16	-8	3
Cc1cc(C)cc(NC(=O)COC(=O)COc2cccc3c2OC(C)(C)C3)c1	19	-9	-2	22	4	-12	1	5
Cc1ccc(C(=O)NN2C(=O)C3C4C=CC(C5CC45)C3C2=O)cc1 (configuration not stated)	11	-25	-10	-10	-2	-3	1	8
C=CCn1cn[nH]c1=S	2	1	-13	13	3	-6	-2	3
CCOc1ccc(N2C(=O)C3ON(c4ccccc4)C(c4ccco4)C3C2=O)cc1 (configuration not stated)	11	-11	1	2	-5	-9	-5	14
COC(=O)Nc1nnc(Cc2ccc(Cl)cc2)s1	9	-6	6	-18	2	-2	-3	0
O=C(NC(Cc1ccccc1)C(=O)NC(Cc1ccccc1)C(=O)O)c1ccccc1 (configuration not stated)	1	3	-4	-17	-8	-2	0	3
Nc1ncnc2c1ncn2[C@@H]1O[C@H](CO)[C@@H](O)[C@H]1O	-1	-17	1	1	8	-4	2	13
CC(=O)COc1ccc2c(C)c(-c3ccccc3)c(=O)oc2c1	-13	-55	6	-44	3	-2	19	-27
CCOc1ccc(C(C)NC(=O)c2cccc(F)c2)cc1 (configuration not stated)	13	1	7	2	-10	-4	-8	11
Cn1ncc(Cl)c1C(=O)N/N=C/c1cc2c(cc1[N+](=O)[O-])OCO2	-8	-18	-5	-8	-6	-14	-23	11
C=CCNC(=O)c1ccccc1NC(=O)C1CC(=O)N(C(C)C)C1 (configuration not stated)	12	-3	-4	-5	3	-5	-6	-2
COc1cc(NC(=O)CCc2nnc3ccc(NCc4ccco4)nn23)cc(OC)c1	3	-2	-1	0	9	-3	-6	-12
O=C1CC(NCc2ccccc2F)C(=O)N1c1ccccc1 (configuration not stated)	1	4	-3	13	5	5	-5	19
Cc1cc(C(=O)CSc2nnc(-c3ccc(Cl)cc3)n2C)c(C)n1CC1CCCO1 (configuration not stated)	7	-1	-5	-7	6	3	-4	-1
O=C(CNS(=O)(=O)c1ccc(Br)s1)N1CCC(N2CCCCC2)CC1	11	6	4	-10	-1	2	-5	-18
C=CCSc1nc2c(sc3nc(C)cc(C)c32)c(=O)[nH]1	14	7	22	-2	-1	-3	0	-5
COc1cc2cc(C(=O)N/N=C/c3ccc(F)cc3)[nH]c2cc1OC	7	12	-4	3	-3	-4	4	17
O=C(O)c1cc([N+](=O)[O-])ccc1NCc1ccccn1	1	14	-4	3	1	8	-14	9
CC(C(=O)Nc1ccccn1)N1C(=O)c2ccccc2S1(=O)=O (configuration not stated)	2	-13	-3	1	-4	2	7	3
CC(NS(=O)(=O)c1ccc(Br)cc1)C(c1cccs1)N1CCOCC1 (configuration not stated)	5	3	0	-1	3	-2	7	3

Random excerpt: two records from the list.
SMILES	Apaf1 inhib	Gli-Sufu block	HKDC1 inh	Jurkat NFkB inh	SENP7 inh	SENP8 block	UBC13 inh	697 NFkB inh
CCOc1ccc(C(C)NC(=O)c2cccc(F)c2)cc1 (configuration not stated)	13	1	7	2	-10	-4	-8	11
CC(C(=O)Nc1ccccn1)N1C(=O)c2ccccc2S1(=O)=O (configuration not stated)	2	-13	-3	1	-4	2	7	3

Bioassay records (PubChem BioAssay)

No enrichment for hits. About 3.6% of those tested had a hit in this group.
